MmCpn inh: blocks the Methanococcus maripaludis chaperonin Mm-Cpn | purified Mm-Cpn ATPase, ADP Transcreener TR-FRET | Potency, µM (titrated, usually from 76.9 µM), for inactives: top-dose activity, negative = inhibition, usual class: inhibitors | 0.031% of 330,000 active; further: potency means the concentration at half of the fitted maximal effect; on the % scale 0 is the no-effect control and ±100 the full control effect; nearly all actives have a fitted effect of over 80% in size
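Reaction buffer contained 30 mM Tris pH 7.4, 100 mM KCl, 5 mM MgCl2 and 1 mM DTT. Mm-CPN (25 nM final) hydrolysed 10 uM ATP over 30 min at 37°C; ADP was read by HTRF.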
EPAC1 ag: agonists of human EPAC1. Potency, µM (top dose mostly 154 µM), for inactives: at the top dose activation, actives largely listed as activators. 0.073% of 360,000 active. O95398. EPAC1 agonist qHTS, biochemical assay; response scale: 100% = response to 6.5 mM cAMP; further: potency means the concentration at half of the fitted maximal effect; nearly all actives have a fitted effect of over 60% in size
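Read-out is the fluorescence drop as BODIPY-GDP leaves Rap1B (480 nm excitation, 540 nm emission), recorded every 5 minutes over 30 minutes. Reactions held 100 nM EPAC1, 250 nM Rap1B–BODIPY-GDP and 50 uM GDP, with 6.5 mM cAMP setting full activation.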
EPAC2 antagonist: antagonists of human EPAC2; EPAC2 GEF exchange of Rap1B-BODIPY-GDP, fluorescence; Potency, µM (doses to about 114 µM), inactives show top-dose activity, negative = inhibition, most hits filed as inhibitors; 0.18% of 360,000 active; AID 720708; further: potency means the concentration at half of the fitted maximal effect; on the % scale 0 is the no-effect control and ±100 the full control effect; nearly all actives have a fitted effect of over 45% in size; many of its hits are not listed in these tables
EPAC1 antag: antagonists of human EPAC1. EPAC1 GEF assay, Rap1b-BODIPY-GDP exchange fluorescence. 0.14% of 360,000 active. O95398. Potency, µM (series often up to 115 µM), for the others: at the highest dose activity change, negative = inhibition, usual class: inhibitors;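 further: potency means the concentration at half of the fitted maximal effect; plate controls were vehicle for no effect and positive control for full effect; nearly all actives have a fitted effect of over 50% in size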
PLK1 PBD block: PLK1 (human) polo-box domain binding inhibition; P53350; Plk1 PBD binding of FITC phosphopeptide, fluorescence polarization; Potency, µM, for the others: max response, negative = inhibition, most hits filed as inhibitors; 2.8% of 360,000 active; AID 720504; further: potency means the concentration at half of the fitted maximal effect; series mostly up to about 57 µM; on the % scale 0 is the no-effect control and ±100 the full control effect; nearly all actives have a fitted effect of over 65% in size
WRN inhibitor: WRN helicase (human) inhibition | 0.46% of 360,000 active | Potency, µM (titrated, usually from 114 µM), without a hit: at the top dose activity change, negative = inhibition, usual class: inhibitors | AID 651768 | WRN helicase unwinding, fluorescent forked duplex, kinetic; further: potency means the concentration at half of the fitted maximal effect; on the % scale 0 is the no-effect control and ±100 the full control effect; nearly all actives have a fitted effect of over 55% in size
Target sequence (Q14191 whole entry, looked up): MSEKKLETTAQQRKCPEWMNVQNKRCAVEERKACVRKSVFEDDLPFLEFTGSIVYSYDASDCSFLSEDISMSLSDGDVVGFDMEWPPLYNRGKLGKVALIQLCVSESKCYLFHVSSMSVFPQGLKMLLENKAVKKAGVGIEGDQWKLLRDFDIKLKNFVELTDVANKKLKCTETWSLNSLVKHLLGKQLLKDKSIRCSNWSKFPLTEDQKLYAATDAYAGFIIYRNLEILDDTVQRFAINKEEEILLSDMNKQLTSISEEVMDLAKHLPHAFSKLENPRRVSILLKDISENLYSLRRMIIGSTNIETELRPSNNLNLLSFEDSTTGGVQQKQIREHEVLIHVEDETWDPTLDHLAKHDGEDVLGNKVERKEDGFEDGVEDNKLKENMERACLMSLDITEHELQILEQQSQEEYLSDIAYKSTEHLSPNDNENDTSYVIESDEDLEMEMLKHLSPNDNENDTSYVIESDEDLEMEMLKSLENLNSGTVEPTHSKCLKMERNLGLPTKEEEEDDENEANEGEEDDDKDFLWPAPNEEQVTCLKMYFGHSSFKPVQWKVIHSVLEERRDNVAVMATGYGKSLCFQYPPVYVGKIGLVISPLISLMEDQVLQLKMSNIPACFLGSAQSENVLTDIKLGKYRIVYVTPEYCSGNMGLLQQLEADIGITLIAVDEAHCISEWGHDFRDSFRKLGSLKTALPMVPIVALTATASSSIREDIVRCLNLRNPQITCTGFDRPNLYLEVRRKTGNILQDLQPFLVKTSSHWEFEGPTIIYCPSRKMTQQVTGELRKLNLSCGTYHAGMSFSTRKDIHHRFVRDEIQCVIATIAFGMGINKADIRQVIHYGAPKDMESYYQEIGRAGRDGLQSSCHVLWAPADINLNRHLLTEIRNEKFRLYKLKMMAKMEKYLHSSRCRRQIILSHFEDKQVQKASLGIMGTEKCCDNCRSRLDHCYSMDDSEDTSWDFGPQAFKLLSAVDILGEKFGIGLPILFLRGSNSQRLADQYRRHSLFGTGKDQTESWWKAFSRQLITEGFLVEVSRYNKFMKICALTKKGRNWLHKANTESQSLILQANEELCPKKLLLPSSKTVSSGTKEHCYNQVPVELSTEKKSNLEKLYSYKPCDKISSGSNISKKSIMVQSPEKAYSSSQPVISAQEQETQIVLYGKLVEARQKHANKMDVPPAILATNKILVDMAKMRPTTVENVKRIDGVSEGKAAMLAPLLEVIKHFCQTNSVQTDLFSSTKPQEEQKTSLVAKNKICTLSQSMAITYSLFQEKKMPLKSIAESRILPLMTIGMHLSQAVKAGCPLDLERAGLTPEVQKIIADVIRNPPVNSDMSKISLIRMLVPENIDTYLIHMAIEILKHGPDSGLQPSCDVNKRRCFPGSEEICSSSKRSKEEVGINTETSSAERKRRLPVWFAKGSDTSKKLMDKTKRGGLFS
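Fluorescence dequenching readout, ex 525 nm/em 598 nm, kinetic mode: forked duplex DNA (100 nM final) with adjacent fluorophore and quencher unwound by WRN (20 nM final) with 2 mM ATP. Compound preincubation 15 min, room temperature.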
CCT chaperon mod: changes cytosolic chaperonin activity; AID 651819; 0.3% of 360,000 active; purified chaperonin ATPase assay, HTRF ADP detection, 30 min; activity change, % (concentration not given with the values), hits read low; in the data active means activity change below about -30%; further: on the % scale 0 is the no-effect control and ±100 the full control effect
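We incubate TRiC, 40 or 20 nM final, with library compounds at 76 uM and 10 uM ATP for 30 min at 37 °C. ADP formed is detected with Transcreener HTRF reagents after 30 min at room temperature.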
PI5P4Ka inh: inhibitors of human PI5P4K alpha | AID 652105 | max response, % | P48426 | PI5P4Kalpha enzyme, ADP-Glo luminescence, 60 min; hits give low values | 1.2% of 330,000 active; active means max response of -50% or lower; inconclusive means between -30% and -50%; inactive means -30% or higher; further: value at the top dose of about 77 µM; on the % scale 0 is the no-effect control and ±100 the full control effect
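Single end-point luminescence (ADP-Glo) quantified ADP from PI5P4Kalpha turnover; ATP 5 microM final, 1 h at RT, 0.1% CHAPS and 0.28 mM EGTA in HEPES pH 7.4.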
* marks the source's active call; other numbers are inactive results; ? = inconclusive; / = not tested or not shown; [ ] = remark or other dose. Unless noted, the call rests on the fitted dose curve; in most records, active means well fitted curve in the direction sought with a large enough effect; inconclusive means small, poorly fitted or top-dose-only effect, or another doubt; inactive means no such curve, though single readings can be large; an effect the other way counts as inactive or inconclusive. Not all compounds are listed, so the mix of outcomes need not match the whole.

MmCpn inh,EPAC1 ag,EPAC2 antagonist,EPAC1 antag,PLK1 PBD block,WRN inhibitor,CCT chaperon mod,PI5P4Ka inh,smiles
-1%,-11%,18%,11%,-3%,3%,1.4,5,CC1CCCCC1NC(=O)COC(=O)/C=C/c1ccco1 (configuration not stated)
/,-4%,6%,8%,-5%,6%,0.0,0,COC(=O)N(C)C[C@@H]1OCc2cnnn2CCCC(=O)N([C@H](C)CO)C[C@H]1C
-4%,-2%,9%,-4%,-26%,-21%,0.5,1,COc1ccc2c(c1OC)C(=O)N1c3ccccc3SC21 (configuration not stated)
-1%,-11%,10%,0%,-2%,-4%,-2.9,-3,COc1ccccc1CNC(=O)COC(=O)c1cccc(S(=O)(=O)N2CCCC2)c1
0%,4%,-5%,?,-11%,-27%[57.1 µM],1.1,-15,CC(=O)/C(=N/Nc1ccccc1)Sc1nnc(CCc2ccccc2)n1-c1ccccc1
-1%,7%,-7%,-1%,-7%,-14%,0.7,/,Cc1cc(C)n(-c2nc3ccccc3n3cnnc23)n1
0%,-9%,-9%,-21%,2%,1%,1.8,-1,Cc1ccc(CNC(=O)C2CCCN(c3cnccn3)C2)cc1 (configuration not stated)
/,7%,4%,-6%,2%,-2%,0.6,-3,O=S1(=O)N[C@@H](Cc2ccccc2)COc2cc(N3CCSCC3)ccc21
/,19%,4%,2%,-11%,8%,-0.7,2,N#Cc1ccccc1S(=O)(=O)N1CCN(Cc2cc3c(cc2Br)OCCO3)CC1
0%,9%,-5%,-21%,-17%,-2%,-1.5,6,CCOc1ccc(C(=O)NC(=S)Nc2ccc(NC(=O)c3ccco3)c(C)c2)cc1[N+](=O)[O-]
-7%,-1%,-3%,-5%,37%[activator],-8%,-1.3,-5,COc1cc(/C=C2\NC(=S)N(C)C2=O)ccc1O
0%,-1%,2%,-26%,-16%,9%,0.4,-4,NC(=O)C1CCN(C(=O)c2ccccc2CCc2ccccc2)CC1
1%,1%,7%,7%,0%,-7%,0.9,14,CCOc1ccc(/C=C/C(=O)Nc2ccccc2C(F)(F)F)cc1
/,-21%,1%,-3%,-10%,8%,-0.4,1,CC(C)(C)OC(=O)NCCCC[C@@H](C(=O)N1CCN(C(=O)OC(C)(C)C)CC1)n1cc(CCC(=O)O)nn1
2%,13%,-2%,8%,-7%,-2%,0.1,4,COc1ccccc1CNC(=O)C(NC(=O)Nc1ccccc1)C(C)C (configuration not stated)
0%,6%,-6%,-15%,-16%,-3%,-0.4,-2,CN(C(=O)COC(=O)c1ccc(S(=O)(=O)N2CCCC2)cc1)c1ccccc1
-1%,-8%,3%,4%,-26%,0%,-1.6,2,COc1cc(NC(=O)CCN2CCN(CCO)CC2)cc(OC)c1
/,3%,-1%,-6%,?,9%,-3.3,-12,COc1ccc(CC(=O)NNC(=S)NC(=O)c2cc(OC)c(OC)c(OC)c2)cc1
1%,8%,1%,4%,-8%,-1%,0.3,3,CC(=O)Nc1cccc(NC(=O)c2cc(Cl)ccc2Cl)c1
0%,3%,1%,22%,-14%,-3%,-19,8,COc1cccc(OCC(=O)NNC(=O)c2ccc3ccccc3c2O)c1
-2%,0%,-2%,-21%,-4%,-21%,-1.7,1,COc1ccc(C(=O)Nn2c(SCC(=O)NC3CCCC3)nc3ccccc3c2=O)cc1
0%,-2%,8%,18%,-9%,0%,-2.8,/,CC1(C)CC(=O)C(C=Nc2ccccc2C(=O)O)=C(O)C1
0%,4%,1%,6%,2%,-4%,-0.3,1,N=c1sccn1CC(=O)Nc1cc(Cl)ccc1Oc1ccccc1
1%,-1%,9%,18%,4%,0%,-1.7,/,CCc1ccc(N(C(=O)CNC(=O)c2cccs2)C(C(=O)NC(C)(C)C)c2cc(OC)c(OC)c(OC)c2)cc1 (configuration not stated)
-5%,-4%,0%,10%,2%,8%,1.3,3,O=C(NC1CCc2ccccc21)C12CN(Cc3ccccc3)CC1C(c1cccc([N+](=O)[O-])c1)=NO2 (configuration not stated)

Reprinted from the part before: 2 compounds, then new ones.
MmCpn inh,EPAC1 ag,EPAC2 antagonist,EPAC1 antag,PLK1 PBD block,WRN inhibitor,CCT chaperon mod,PI5P4Ka inh,smiles
1%,-1%,9%,18%,4%,0%,-1.7,/,CCc1ccc(N(C(=O)CNC(=O)c2cccs2)C(C(=O)NC(C)(C)C)c2cc(OC)c(OC)c(OC)c2)cc1 (configuration not stated)
-5%,-4%,0%,10%,2%,8%,1.3,3,O=C(NC1CCc2ccccc21)C12CN(Cc3ccccc3)CC1C(c1cccc([N+](=O)[O-])c1)=NO2 (configuration not stated)
0%,5%,-4%,-2%,-3%,-5%,-0.5,-6,C/C(=N\NC(=O)c1c(Cl)c(C)nn1C)c1cccc(NC(=O)COc2ccc(Cl)cc2)c1
1%,-28%,12%,-7%,-9%,-8%,3.6,2,CC1C(=O)N2CCCc3cc(NC(=O)C4CC4)cc1c32 (configuration not stated)
1%,10%,-2%,-21%,-3%,-5%,1.1,13,Cc1ccc(Cl)cc1N1CCN(C(=O)C2(S(=O)(=O)c3ccc(Cl)cc3)CC2)CC1
/,-5%,-16%,-10%,6%,-4%,-1.1,7,CCN(CC)C(=O)c1cccc(-c2csc(C(O)c3ccc(F)c(F)c3)n2)c1 (configuration not stated)
0%,-3%,2%,-1%,-8%,-12%,-27,/,Cn1c(SCc2nn[nH]n2)nc2c1c(=O)n(Cc1ccccc1Cl)c(=O)n2C
-6%,0%,2%,-7%,-7%,0%,2.0,8,CC[C@]1(C(=O)OC)[C@H]2C(=O)N(C)C(=O)[C@H]2[C@H]2CN=C(SCc3ccc(C(=O)OC)cc3)N21
/,-1%,3%,-22%,5%,4%,0.3,0,COc1cccc(-c2cnc(C(O)c3ccc(C)c(F)c3)[nH]2)c1 (configuration not stated)
-19%,13%,-27%,-4%,?,-6%,-1.5,8,CCc1c(C)nc2c(Br)cccc2c1SCCC#N
-3%,-5%,10%,5%,0%,5%,1.5,6,Cc1ccc(-n2ncc3c(NNC(=O)c4ccco4)ncnc32)cc1Cl
/,2%,6%,-10%,4%,0%,-2.0,4,CCOc1ccc(Cl)cc1-c1cc(C(=O)Nc2ccc(F)cc2)[nH]n1
1%,-2%,-8%,14%,-1%,-7%,-1.0,-20,Cc1cc(C(F)F)nn1CC(=O)Nc1cc([N+](=O)[O-])ccc1F
1%,0%,0%,-20%,-13%,9%,-2.1,-5,CC1(C)CC(=O)C2=C(C1)N(c1ccc(F)cc1)C(=O)C2(O)C(F)(F)F (configuration not stated)
1%,6%,-7%,3%,-4%,-6%,-2.9,/,Cc1cc(NC(=O)CSc2nnc(COc3cccc(C)c3C)n2C)no1
-2%,-9%,-11%,-14%,-15%,8%,-0.3,1,O=C(CSc1ccccn1)C12CC3CC(CC(C3)C1)C2
-11%,-12%,-15%,-8%,-4%,4%,-0.7,2,CC1CC(C)CN(C(=O)CCCn2c(=O)c3cccn3c3cccnc32)C1 (configuration not stated)
?,-4%,3%,-5%,1%,1%,-1.4,0,Cc1ccc(-c2nnc(COC(=O)c3ccco3)o2)cc1
-2%,-13%,-7%,-26%,-16%,3%,-0.3,4,CC1(C)Cc2c(sc3nc(-c4ccccc4)n(N)c(=O)c23)CO1
-6%,-9%,21%,10%,-19%,-33%,0.8,-1,O=C(COc1ccc2c(c1)oc(=O)c1ccccc12)NCCCN1CCOCC1
0%,1%,-1%,1%,27µM*,-1%,0.2,-12,Cn1c(SCC(=O)NC(c2ccccc2)c2ccccc2)nnc1-c1cccs1
0%,-15%,3%,-6%,-1%,-9%,-1.9,0,CCCCc1c(C)nc(N2CCCC2)[nH]c1=O
2%,-14%,37%[activator],4%,0%,-1%,-21,-4,CCC(OCC(O)CN1CCCCC1)c1ccccc1 (configuration not stated)
0%,-8%,-1%,-10%,-4%,-5%,0.8,-1,O=S(=O)(NC1Cc2ccccc2C1)c1ccccc1
-1%,17%,1%,-12%,-5%,-14%,-1.8,0,CC(=O)c1cccc(OCc2cc(C(=O)N3CCSCC3)no2)c1
-1%,-3%,4%,6%,-1%,-6%,1.4,-5,CCCCN(C(=O)c1cc(S(=O)(=O)N2CCOCC2)ccc1Cl)c1c(N)n(CC(C)C)c(=O)[nH]c1=O
0%,-5%,2%,-27%,-1%,5%,0.1,2,CCCCn1c(N)c(N(C)C(=O)c2cn(-c3ccccc3)nc2-c2ccccc2)c(=O)[nH]c1=O

Quoted at random: two entries already listed.
MmCpn inh,EPAC1 ag,EPAC2 antagonist,EPAC1 antag,PLK1 PBD block,WRN inhibitor,CCT chaperon mod,PI5P4Ka inh,smiles
1%,-28%,12%,-7%,-9%,-8%,3.6,2,CC1C(=O)N2CCCc3cc(NC(=O)C4CC4)cc1c32 (configuration not stated)
1%,-2%,-8%,14%,-1%,-7%,-1.0,-20,Cc1cc(C(F)F)nn1CC(=O)Nc1cc([N+](=O)[O-])ccc1F

The listing continues.
MmCpn inh,EPAC1 ag,EPAC2 antagonist,EPAC1 antag,PLK1 PBD block,WRN inhibitor,CCT chaperon mod,PI5P4Ka inh,smiles
1%,-1%,-1%,7%,-6%,11%,-1.4,2,COc1ccc(CCNC(=O)C2CCCN(S(=O)(=O)N3CC(C)CC(C)C3)C2)cc1OC (configuration not stated)
/,3%,10%,-10%,2%,-7%,-0.8,-10,O=CNc1c(Cl)cc2c(c1Cl)Cc1cc([N+](=O)[O-])ccc1-2
/,-9%,-8%,-12%,-2%,2%,0.1,5,CCC(C)[C@H](NS(=O)(=O)c1ccc(F)cc1Br)C(=O)OC (some centres not stated)
0%,-21%,1%,-27%,-3%,-5%,-2.8,-2,O=C1/C(=C/c2ccccn2)SC(=S)N1c1ccc(O)cc1
1%,3%,1%,0%,6%,-5%,-2.2,-7,CCOc1ccccc1CNC(=O)c1ccccc1NC(=O)C1=CSCCO1
-16%,8%,-4%,6%,-2%,-5%,1.6,/,O=C(CSc1nnc(-c2cccs2)n1-c1cccc(Cl)c1)c1cccc2c1OCCO2
/,3%,1%,9%,-4%,-24%,-2.7,0,COc1cccc(CN2CCNC(=O)C2CC(=O)N(C)C2CCCCC2)c1OC (configuration not stated)
1%,-8%,12%,-8%,-13%,-2%,0.1,3,CCCC[C@@H](CN[C@H](C)CNC)NCC1CCC(C(C)(C)C)CC1 (some centres not stated)
2%,8%,7%,8%,-1%,2%,-0.4,0,Cc1ccc(N2C(=O)CC(Cc3cccc(C)c3)C2=O)cc1 (configuration not stated)

Screening results (PubChem BioAssay)
